bCat nuc transl – modulators of beta-catenin nuclear translocation. AID 1665. HeLa beta-catenin nuclear translocation, immunofluorescence imaging. actives 0.3% (n = 190,000). nuclear translocation activity, % at 5 µM;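 active means nuclear translocation activity above 50% at 5 µM, with a well cell count of 50 or more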;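 further: per-cell ratio of nuclear to cytoplasmic median beta-catenin stain intensity; plate controls were DMSO negative control for no effect and GSK-3 inhibitor IX positive control for full effect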
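Signal – beta-catenin immunofluorescence imaging with DAPI · Test system – human HeLa cell line · Dosing – 5 µM primary single dose, 0.1% DMSO, 0.02–20 µM confirmation series · Measure – % activation, nuclear-to-cytoplasmic median beta-catenin signal ratio per cell · Incubation – 24 h compound exposure at 37°C, 5% CO2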
P. falciparum M17LAP – P. falciparum M17LAP inhibitors, primary screen, biochemical, fluorogenic H-Leu-NHMec substrate, 1536-well (AID 1619). recombinant M17LAP, H-Leu-NHMec fluorogenic kinetic assay; higher % means a stronger effect. inhibition, % at 30 µM, or IC50 in µM where a hit was titrated. actives 0.38% (n = 220,000);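 active means compound inhibiting the enzyme by more than half at any dose during confirmatory dose-response retesting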;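 further: plate controls were full reaction with DMSO carrier for no effect and no enzyme background for full effect; strong numbers were not always called active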
WT yeast gro inh – growth inhibition of WT yeast, mitochondrial fusion screen; mitochondrial fusion phenotypic screen, WT strain; inhibition, % at 10 µM; actives 2.1% (n = 190,000); in the data active means inhibition above about 58%; tested in S. cerevisiae
Yfh1-off respiration – mitochondrial function rescue without frataxin homolog – Friedreich's ataxia, plus single-dose screen, dose response (AID 1465). S. cerevisiae Yfh1-off respiration, WST-1 reduction, 72 h; higher fold induction means a stronger effect. fold induction at 50 µM, or EC50 in µM where a hit was titrated. actives 0.074% (n = 220,000);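 active means fold induction of absorbance versus untreated yeast above a set limit, then at least 30% activation at any dose in follow-up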;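 further: activators that raise dye reduction in frataxin-depleted yeast; strong numbers were not always called active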
Autophagy mod – autophagy modulation, high-content screen; actives 0.98% (n = 190,000); calls only at 10 µM (by protocol); MEF GFP-LC3 puncta imaging; test concentration mostly 10 µM; AID 463193;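 active means percentage of spot-positive cells more than 3 SD above its plate mean, without a fluorescence outlier flag or 80% toxicity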;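 further: spot-positive cell cutoff set from DMSO-treated cells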
MT stabilize HCS – microtubule stabilizers in HeLa cells; HeLa tubulin immunostaining HCS, 24 h; share of cells brighter than vehicle mean+2SD; % tubulin-high responders, % at 10 µM; actives 0.83% (n = 200,000);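 active means plate Z-score above 3 for both tubulin-high and condensed-nucleus cell shares, with cell loss under 80%, at 10 µM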;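 further: anti alpha tubulin signal scored within the nucleus-defined area of each cell; some results filed as inactive read as strong as hits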
Dynein transport – dynein cargo transport inhibition; z-score, hits read low; 3617.4 mouse cells, GR-EGFP nuclear translocation imaging; test concentration mostly 20 µM; stimulated with dexamethasone, 1 µM; stronger effect = lower value; actives 0.47% (n = 220,000);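 active means plate z-score of nuclear minus cytoplasmic receptor signal below a set negative limit, without overly bright fluorescence or cell loss, cut at about -3.5 in these data, passing the limit was not always enough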;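 further: z-score of nuclear minus cytoplasmic ring GR-EGFP intensity difference per well; some compounds called inactive have numbers as strong as hits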
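Medium: Induction medium lacking tetracycline, stripped serum | Probe or stimulus: 1.0 µM final dexamethasone stimulus | Schedule: 48 h induction, then 1 h compound, then 30 min agonist, 37 °C | Signal: Automated 10x imaging of fixed Hoechst-stained cells | Evaluation: Per-cell GR-EGFP intensity, nucleus versus surrounding cytoplasmic ring, well-averaged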
T cell modulator – T cell immune modulators affecting CD8 T cell-vesicle binding. 2C CD8+ T cell-vesicle binding, flow cytometry; stronger effect = lower value. calls only at 7 µM. actives 0.068% (n = 330,000);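 active means response, share of CD8 T cells binding vesicles, and their 90th percentile fluorescence all below set limits, cut at about 80% in these data, passing the limit was not always enough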
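Read-out – percent CD8+ FL2 mean versus row control · System – murine 2C transgenic CD8+ T lymphocytes · Times – 1.5 h cell–vesicle binding at 37 °C, then 20 min icy labelling · Control set – naked vesicles low, QL9 vesicles with vehicle high · Detection – cytometric PE anti-B7-1 and Alexa647 anti-CD8 signals after 1% paraformaldehyde fixation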
M1AAP inhibition – P. falciparum M1AAP inhibitors, biochemical, fluorogenic H-Leu-NHMec substrate, 1536-well (AID 1445). recombinant M1AAP, H-Leu-NHMec fluorogenic kinetic assay; higher % means a stronger effect. inhibition, % at 30 µM; hits with a dose series show IC50 in µM. actives 0.42% (n = 220,000);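 active means primary inhibition above the hit cutoff, then over 50% inhibition at one or more dose response concentrations, cut at about 23% in these data, passing the limit was not always enough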;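 further: plate controls were DMSO full reaction for no effect and no enzyme background for full effect; strong numbers were not always called active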
WT yeast gro inh mutant strain – further read-out of WT yeast gro inh, marked with its call; inhibition, %; mitochondrial fusion phenotypic screen, mutant strain inhibition
Dynein transport cytoplasmic EGFP – recorded beside Dynein transport, whose call it bears; z-score; measured here: cytoplasmic GR-EGFP intensity; stronger effect = higher value
Dynein transport nuclear GR-EGFP – recorded beside Dynein transport, whose call it bears; z-score; measured here: nuclear GR-EGFP intensity;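 lower value marks the stronger effect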
Dynein transport cell count – recorded beside Dynein transport, whose call it bears; z-score; measured here: cell count per field
bCat nuc transl cell count 5 µM – recorded beside bCat nuc transl, whose call it bears; cell count; measured here: cell count, cytotoxicity flag
T cell modulator vesicle-bound % – also measured in T cell modulator; calls as there; double positive events, %; measured here: CD8+ vesicle-bound cell fraction;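 binding gate set so that unloaded-vesicle control wells show 10% double positive cells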
MT stabilize HCS Hoechst-high % – further read-out of MT stabilize HCS, marked with its call; % Hoechst-high responders; measured here: nuclear condensation Hoechst responders;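 share of cells brighter than vehicle mean plus two SD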
MT stabilize HCS cytotoxicity % – further read-out of MT stabilize HCS, marked with its call; toxicity, %; measured here: cytotoxicity by cell density;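 0% = mean cell density of plate MIN control wells and 100% = no cells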
Autophagy mod cell loss 18 h – also measured in Autophagy mod; calls as there; toxicity, %; measured here: cell loss, nuclei count;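 cell loss after 18 h compound exposure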
An asterisk follows results filed as active; i = inactive; · = not tested or not shown.

Abbreviations – A = bCat nuc transl; B = bCat nuc transl cell count 5 µM; C = P. falciparum M17LAP; D = WT yeast gro inh; E = WT yeast gro inh mutant strain; F = Yfh1-off respiration; G = Autophagy mod; H = Autophagy mod cell loss 18 h; I = MT stabilize HCS; J = MT stabilize HCS Hoechst-high %; K = MT stabilize HCS cytotoxicity %; L = Dynein transport; M = Dynein transport cytoplasmic EGFP; N = Dynein transport nuclear GR-EGFP; O = Dynein transport cell count; P = T cell modulator; Q = T cell modulator vesicle-bound %; R = M1AAP inhibition
1	CC(C)NC(=O)COC(=O)c1cncc(Br)c1
  A = -1.7 | B = 1082 | C = -2% | D = -3 | E = -8 | F = i | G = i | H = -4 | I = 3.3 | J = 3.0 | K = 9.7 | L = 1.1 | M = -0.21 | N = 0.67 | O = -0.3 | P = i | Q = 23 | R = 3%

2	CC(C)(C)SCCNC(=O)COc1ccc(Cl)cc1
  A = -0.4 | B = 1090 | C = 5% | D = 5 | E = -8 | F = i | G = i | H = -1 | I = 2.1 | J = 1.5 | K = 20 | L = 0.12 | M = -0.28 | N = 0.019 | O = 0.5 | P = i | Q = 19 | R = 2%

3	CN(C)C(=S)SCC(=O)NC(=O)NC(C)(C)C
  A = -3.2 | B = 1092 | C = -8% | D = -12 | E = -3 | F = i | G = i | H = -9 | I = 1.6 | J = 3.0 | K = 8.7 | L = 0.47 | M = -0.24 | N = 0.75 | O = -0.3 | P = i | Q = 20 | R = 5%

4	C=CCn1c(CNC(=O)c2ccco2)nnc1SCC(=O)c1ccccc1
  A = 5.5 | B = 865 | C = 4% | D = -3 | E = -2 | F = i | G = i | H = 9 | I = 2.1 | J = 1.7 | K = 6.4 | L = -1.2 | M = -0.15 | N = -0.38 | O = 0.87 | P = i | Q = 47 | R = 5%

5	COc1ccccc1N(C)S(=O)(=O)c1ccc(C(=O)N(CC(N)=O)C(C)C)cc1
  A = · | B = · | C = 0% | D = -10 | E = 24 | F = i | G = i | H = -6 | I = 2.2 | J = 1.8 | K = 4.3 | L = 0.65 | M = -0.12 | N = 0.36 | O = 0.31 | P = i | Q = 41 | R = 1%

6	CCN=C1S/C(=C\c2cn(CC)c3ccccc23)C(=O)N1CC
  A = -2.4 | B = 514 | C = -2% | D = 44 | E = 8 | F = i | G = i | H = 4 | I = 3.9 | J = 2.0 | K = 3.5 | L = 0.81 | M = -0.26 | N = 0.098 | O = -0.43 | P = i | Q = 60 | R = 7%

7	Cc1ccc2c(c1)cc(CN(Cc1cccnc1)C(=O)NCc1ccccc1)c1nnnn12
  A = -1.4 | B = 973 | C = 9% | D = -9 | E = -7 | F = i | G = i | H = -6 | I = 2.7 | J = 1.7 | K = 5.1 | L = -0.82 | M = -0.2 | N = -0.67 | O = 0.29 | P = i | Q = 25 | R = 2%

8	CCCN(CCC)CCNC(=S)Nc1ccc2nc3n(c(=O)c2c1)CCCCC3
  A = -2.9 | B = 1110 | C = 4% | D = 6 | E = -2 | F = i | G = i | H = -4 | I = 2.1 | J = 2.4 | K = 6.6 | L = -0.5 | M = -0.34 | N = -0.44 | O = 0.68 | P = i | Q = 48 | R = 4%

9	CC(C)OC(=O)Cn1nc(C(F)(F)F)c2c1CCCC2
  A = 1.7 | B = 909 | C = 2% | D = -15 | E = -5 | F = i | G = i | H = 21 | I = 1.5 | J = 0.6 | K = 2.7 | L = -0.37 | M = -0.31 | N = -0.058 | O = 0.57 | P = i | Q = 51 | R = -1%

10	O=[N+]([O-])c1cc(S(=O)(=O)C(F)(F)F)ccc1N1CCN(c2ccccc2)CC1
  A = 0.5 | B = 923 | C = 1% | D = -5 | E = -13 | F = i | G = i | H = -5 | I = 2.5 | J = 1.6 | K = 4.1 | L = -0.26 | M = -0.23 | N = 0.052 | O = 0.089 | P = i | Q = 53 | R = 2%

11: C=CCn1nnnc1SCC(=O)Nc1cccc(OC)c1
12: O=S(=O)(c1cccc2cccnc12)N(CCO)CCO
13: Cc1sc(/N=C/c2ccccc2O)c(C#N)c1C
14: CCCn1c(NCc2cc(C)ccc2O)nc2ccccc21
15: CN(c1ccccc1)S(=O)(=O)c1ccc(NC(=O)c2ccccc2)cc1
16: C=CCn1c(SCC(=O)NC2CC2)nc2sc(CC)cc2c1=O
Compound	11	12	13	14	15	16
bCat nuc transl	-5.7	·	-6.7	-9.8	1.3	3.2
bCat nuc transl cell count 5 µM	1047	·	1294	1179	494	1038
P. falciparum M17LAP	3%	1%	-7%	13%	4%	-4%
WT yeast gro inh	0	17	·	2	-2	-4
WT yeast gro inh mutant strain	-14	9	·	3	-6	22
Yfh1-off respiration	i	i	·	i	i	i
Autophagy mod	i	i	i	i	i	i
Autophagy mod cell loss 18 h	18	-2	-3	31	4	10
MT stabilize HCS	4.5	5.8	2.1	2.4	2.4	5.2
MT stabilize HCS Hoechst-high %	2.0	4.0	1.7	1.7	4.3	1.4
MT stabilize HCS cytotoxicity %	6.8	5.3	4.7	5.3	2.1	10
Dynein transport	0.28	0.042	-0.65	1.1	-0.16	-1.1
Dynein transport cytoplasmic EGFP	-0.21	-0.19	0.86	-0.13	-0.27	-0.32
Dynein transport nuclear GR-EGFP	0.27	0.25	-0.21	1.1	-0.17	-0.19
Dynein transport cell count	0.93	0.32	0.3	-0.9	-0.2	1.7
T cell modulator	i	i	i	i	i	i
T cell modulator vesicle-bound %	33	44	17	46	37	39
M1AAP inhibition	11%	8%	7%	0%	12%	3%

17: CCN=C(NCC)SC1CC(=O)N(c2cccc(OC)c2)C1=O (stereo unspecified)
18: COc1ccc(O)c(-c2cn[nH]c2-c2cccs2)c1
19: C=C(C)CSc1nnc(-c2cc(OC)c(OC)c(OC)c2)n1N
20: CCn1c(SCC(=O)Nc2nc(-c3ccc(C)cc3)cs2)nnc1-c1ccccc1O
21: c1ccc(-c2nc(NCc3ccco3)c3ccccc3n2)cc1
22: Cn1c(SCC(=O)N2CCc3ccccc3C2)nnc1-c1cccs1
23: Cc1occc1-c1nnc(SCC(=O)NC(=O)NC(C)C)n1N
24: COc1ccccc1NC(=S)N1CCC(C(=O)c2ccc(F)cc2)CC1
Compound	17	18	19	20	21	22	23	24
bCat nuc transl	-2.3	-0.2	-2.1	-0.2	27	-1.2	-5.1	-1.0
bCat nuc transl cell count 5 µM	845	1053	808	1050	89	1143	786	1104
P. falciparum M17LAP	11%	8%	1%	-1%	-1%	7%	9%	-6%
WT yeast gro inh	2	7	9	0	51	0	-5	10
WT yeast gro inh mutant strain	-4	-5	7	6	65	-2	22	16
Yfh1-off respiration	i	i	i	i	i	i	i	i
Autophagy mod	i	i	i	i	i	i	i	i
Autophagy mod cell loss 18 h	14	23	-1	7	-10	4	6	13
MT stabilize HCS	3.5	3.0	4.5	3.3	3.2	2.5	2.3	3.9
MT stabilize HCS Hoechst-high %	2.3	2.1	3.2	0.9	1.7	1.7	1.0	1.9
MT stabilize HCS cytotoxicity %	9.1	6.4	7.8	6.8	2.8	4.1	0.6	13
Dynein transport	1.1	-0.68	-0.55	-1.3	-0.63	0.3	-0.3	-0.77
Dynein transport cytoplasmic EGFP	-0.18	0.031	-0.028	-0.0077	-0.24	-0.29	-0.31	-0.29
Dynein transport nuclear GR-EGFP	0.77	-0.36	-0.24	-0.29	-0.96	0.0048	-0.23	0.3
Dynein transport cell count	-0.28	2	-0.34	0.27	0.43	0.93	-0.33	-0.098
T cell modulator	i	i	i	i	i	i	i	i
T cell modulator vesicle-bound %	7	23	33	20	42	9	12	25
M1AAP inhibition	8%	0%	-1%	9%	4%	4%	8%	5%

Molecules from the list above that have a furan ring, fused or not:
4: C=CCn1c(CNC(=O)c2ccco2)nnc1SCC(=O)c1ccccc1
21: c1ccc(-c2nc(NCc3ccco3)c3ccccc3n2)cc1
23: Cc1occc1-c1nnc(SCC(=O)NC(=O)NC(C)C)n1N
Compound	4	21	23
bCat nuc transl	5.5	27	-5.1
bCat nuc transl cell count 5 µM	865	89	786
P. falciparum M17LAP	4%	-1%	9%
WT yeast gro inh	-3	51	-5
WT yeast gro inh mutant strain	-2	65	22
Yfh1-off respiration	i	i	i
Autophagy mod	i	i	i
Autophagy mod cell loss 18 h	9	-10	6
MT stabilize HCS	2.1	3.2	2.3
MT stabilize HCS Hoechst-high %	1.7	1.7	1.0
MT stabilize HCS cytotoxicity %	6.4	2.8	0.6
Dynein transport	-1.2	-0.63	-0.3
Dynein transport cytoplasmic EGFP	-0.15	-0.24	-0.31
Dynein transport nuclear GR-EGFP	-0.38	-0.96	-0.23
Dynein transport cell count	0.87	0.43	-0.33
T cell modulator	i	i	i
T cell modulator vesicle-bound %	47	42	12
M1AAP inhibition	5%	4%	8%
